Screens as filed in PubChem.
D3 ag – activates the human D3 dopamine receptor | P35462 | D3R DiscoveRx beta-arrestin cells, luminescence, 90 min | max activation, % | hit rate 0.58% among 410,000 | AID 652048; in the data active means max activation above about 30%; further: 0% is about no effect; mostly tested at two doses, the higher about 12 µM
Target sequence (P35462 whole entry, looked up): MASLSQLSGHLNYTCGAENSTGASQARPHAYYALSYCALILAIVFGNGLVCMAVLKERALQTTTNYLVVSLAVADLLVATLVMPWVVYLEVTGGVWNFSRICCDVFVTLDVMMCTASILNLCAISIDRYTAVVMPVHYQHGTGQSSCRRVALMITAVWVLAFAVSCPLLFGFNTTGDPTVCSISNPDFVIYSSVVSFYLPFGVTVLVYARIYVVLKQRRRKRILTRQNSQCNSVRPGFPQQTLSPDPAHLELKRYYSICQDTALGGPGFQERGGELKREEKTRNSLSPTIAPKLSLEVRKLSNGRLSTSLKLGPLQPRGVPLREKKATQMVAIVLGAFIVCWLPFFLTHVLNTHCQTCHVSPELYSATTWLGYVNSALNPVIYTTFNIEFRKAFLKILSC
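Cells at 1500/well, incubated overnight, then treated with pinned compounds (dopamine as control) for 90 min at 37 degrees C. DiscoveRx reagent added for 30 - 60 minutes at room temperature; luminescence read.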
PLK1 PBD inh – blocks phosphopeptide binding to human PLK1 polo-box domain. P53350. Plk1 PBD binding of FITC phosphopeptide, fluorescence polarization. Potency, µM, for the others: max response, negative = inhibition, usual class: inhibitors. hit rate 2.8% among 360,000. AID 720504; further: potency means the concentration at half of the fitted maximal effect; series mostly up to about 57 µM; on the % scale 0 is the no-effect control and ±100 the full control effect; nearly all actives have a fitted effect of over 65% in size
D3 antag – blocks the human D3 dopamine receptor. max response, negative = inhibition, %. D3R cells, DiscoveRx beta-arrestin luminescence, antagonist mode; stronger effect = lower value. hit rate 2.5% among 360,000. P35462; in the data active means max response below about -50%; inconclusive means no clear call, values can overlap the other calls; further: on the % scale 0 is the no-effect control and ±100 the full control effect; mostly tested at two doses, the higher about 12 µM
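Cells expressing the human receptor were seeded at 1500 cells/well, incubated overnight at 37 degrees C in 5% CO2, then exposed to library compounds with dopamine controls for 90 minutes at 37 degrees C before luminescent detection.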
IL2 activator – activates IL-2 in a cell-based reporter assay | IL-2 activation reporter assay, cell-based qHTS; stimulated with anti-CD3/CD4/CD28 beads; in transgenic mouse T cells | activation, % (series mostly up to about 46 µM) | hit rate 0.065% among 360,000 | AID 652025; in the data active means activation above about 50%; inconclusive means mostly about 30% to 49%; further: 0% is about no effect
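Readout is EGFP and DsRed signal by fluorescent plate cytometry after 18 h at 37 degrees C. Transgenic mouse T cells (750/well) received compound for 60 min before bead stimulation (anti-CD3, anti-CD4, anti-CD28); memory T cells served as non-tolerant control.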
GLP-1R agonist – GLP-1 receptor (human) agonism | HEK293 GLP-1R CRE-luciferase, luminescence, 4-6 h; cells express a hypersensitive GLP-1R form | Potency, µM (titrated, usually from 45.6 µM), inactives show at the highest dose activation, most hits filed as activators | hit rate 0.007% among 380,000; further: potency means the concentration at half of the fitted maximal effect; % of control where 0% means no effect
Target sequence (P43220 whole entry, looked up): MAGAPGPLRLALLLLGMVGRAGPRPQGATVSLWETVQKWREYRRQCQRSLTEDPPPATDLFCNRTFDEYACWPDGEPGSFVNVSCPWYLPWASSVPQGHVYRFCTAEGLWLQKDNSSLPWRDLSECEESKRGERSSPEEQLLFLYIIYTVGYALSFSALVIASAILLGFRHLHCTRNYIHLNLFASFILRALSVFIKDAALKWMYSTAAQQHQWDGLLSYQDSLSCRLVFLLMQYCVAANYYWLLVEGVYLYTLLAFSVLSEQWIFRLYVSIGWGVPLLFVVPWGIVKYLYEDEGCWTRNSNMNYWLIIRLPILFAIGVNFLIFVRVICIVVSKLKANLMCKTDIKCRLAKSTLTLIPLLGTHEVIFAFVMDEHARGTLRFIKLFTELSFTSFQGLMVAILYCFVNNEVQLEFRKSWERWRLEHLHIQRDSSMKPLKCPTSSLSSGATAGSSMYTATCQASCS
GLP-1R inv ag – inverse agonists of human GLP-1 receptor. P43220. HEK293 GLP-1R CRE-luciferase, luminescence, 24 h; GLP-1R form is constitutively active. hit rate 1.6% among 410,000. Potency, µM (doses to about 38.3 µM), for the others: at the top dose activity change, negative = inhibition, actives largely listed as inhibitors; further: potency means the concentration at half of the fitted maximal effect; on the % scale 0 is the no-effect control and ±100 the full control effect; nearly all actives have a fitted effect of over 55% in size
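qHTS in 1536-well format: reporter HEK293 cells expressing constitutive GLP-1R activity in DMEM + 10% Nu serum, 24 hr with compounds at 37 deg C, luminescence read after 12 min with detection reagent.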
PI5P4Ka inh – inhibitors of human PI5P4K alpha; hit rate 1.2% among 330,000; PI5P4Kalpha enzyme, ADP-Glo luminescence, 60 min; stronger effect = lower value; max response, %; P48426; AID 652105; active means max response of -50% or lower; inconclusive means between -30% and -50%; inactive means -30% or higher; further: value at the top dose of about 77 µM; on the % scale 0 is the no-effect control and ±100 the full control effect
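ADP-Glo luminescence end-point after a 60 min room-temperature kinase reaction. PI5P4Kalpha and substrate in HEPES pH 7.4 buffer with EGTA, 0.1% CHAPS and 5% DMSO; ATP at 5 microM final.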
WRN helicase inh – blocks human WRN helicase. Q14191. WRN helicase unwinding, fluorescent forked duplex, kinetic. Potency, µM (titrated, usually from 114 µM), for inactives: at the highest dose activity change, negative = inhibition, actives largely listed as inhibitors. hit rate 0.46% among 360,000. AID 651768; further: potency means the concentration at half of the fitted maximal effect; on the % scale 0 is the no-effect control and ±100 the full control effect; nearly all actives have a fitted effect of over 55% in size
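WRN at 20 nM final was preincubated with compound for 15 min at room temperature; reaction started with 100 nM forked duplex oligonucleotide carrying fluorophore and quencher plus 2 mM ATP (final). Unwinding followed kinetically by red fluorescence (ex 525/em 598 nm).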
HEK293 tox – cytotoxic in the GLP-1 receptor inverse agonist counter-screen; HEK293 cAMP-luciferase reporter cells, luminescence, 24 h; Potency, µM (highest dose often 38.3 µM), for the others: top-dose activity change, negative = inhibition, usual class: inhibitors; hit rate 0.13% among 410,000;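 further: loss of luciferase light is scored as toxicity; potency means the concentration at half of the fitted maximal effect; on the % scale 0 is the no-effect control and ±100 the full control effect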
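1536-well qHTS counterscreen of the MLSMR; 200 cells/uL, 12 h pre-incubation, 23 nL cpd, 24 h at 37 deg C 5% CO2, luciferase detection reagent, 12 min RT, luminescence. Inhibition = undesired.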
An asterisk follows results filed as active; ? = inconclusive; . = not tested or not shown; [ ] = dose if it differs, or a comment. Unless noted, the call rests on the fitted dose curve; in most records, active means well fitted curve in the direction sought with a large enough effect; inconclusive means small, poorly fitted or top-dose-only effect, or another doubt; inactive means no such curve, though single readings can be large; an effect the other way counts as inactive or inconclusive. Hits appear at their usual frequency; 7.8% or so of the library scored in one or more.

Values run as follows: GLP-1R inv ag, GLP-1R agonist, PLK1 PBD inh, WRN helicase inh, PI5P4Ka inh, HEK293 tox, D3 ag, IL2 activator, D3 antag
CC1Cc2ccccc2N1C(=O)CCNS(=O)(=O)c1ccc2c(c1)CCC(=O)N2 (stereo unspecified)
 : -2.8%, 1.7%, -2.6%, -3.3%, 4.5, 22.2%, 2.5, 1.2, 14.8
CN1CCN(c2nc3c(c(=O)n(C)c(=O)n3C)n2Cc2ccc(Cl)cc2)CC1
 : -4.4%, 7.1%, 4.0%, 10.9%, -7.3, -10.5%, -3.6, -1.7, -21.4
O=C(CN1CCN(CC(=O)Nc2ccccc2C(F)(F)F)CC1)Nc1ccccc1F
 : -8.5%, -1.7%, -2.6%, -23.8%[57.1 µM], 1.8, -3.5%, 3.7, -0.2, 25.2
CCc1nc(Cl)c(C#N)c2c1CSC(C)(C)C2
 : 16.7%, 21.4%, -1.6%, -2.0%, 0.5, 2.7%, 2.3, -0.5, 7.9
O=C(CSc1ccc(Br)cc1)Nc1ccccc1Oc1ccccc1
 : 2.3%, -1.6%, -22.1%, -11.4%, -0.2, 9.5%, 1.2, -0.7, 11.6
CC(C)CCNC(=O)CC1Nc2c3ccccc3nc(=S)n2C1=O (stereo unspecified)
 : 3.4%, -6.4%, -21.1%, 4.4%, 2.1, -17.0%, -6.4, -0.1, -7.0
COc1ccc(CC(=O)NNC(=O)COc2ccc3ccccc3c2)cc1
 : -14.3%, -12.6%, -8.1%, -15.3%, -6.2, -6.3%, 3.3, -1.5, -10.9
CCOC(=O)CCSc1nc(-c2ccccc2)cc(C(F)(F)F)n1
 : ?, 6.8%, -2.9%, -6.7%, 34.2, 4.2%, -8.9, -0.7, -22.8
CC(=O)N1C[C@H]2CON(C)[C@H]2C[C@H]1c1ccccc1
 : 15.7%, -1.9%, -4.0%, -0.4%, 2.4, -9.0%, 0.1, -0.7, 15.5
O=S(=O)(Nc1ccccc1)c1ccc(NS(=O)(=O)c2c(F)cccc2F)cc1
 : 15.6%, 0.3%, -7.3%, 0.7%, 8.6, 4.6%, 40.7*, 3.3, 5.7
COC(=O)c1sc(NC(=O)C2CCCO2)c(C(=O)OC)c1C (stereo unspecified)
 : 1.7%, -4.9%, -3.0%, 12.0%, 1.0, -0.1%, 1.6, -2.9, 7.7
O=C(COC(=O)c1ccccc1O)Nc1cccnc1Cl
 : 8.9%, 19.1%, -6.2%, -23.8%, 2.1, 45.5%[activator], -0.8, -0.3, 4.6
CC(C)(C)N(Cc1ccccc1)C(=O)CSc1nnc(CNc2ccc(F)cc2)o1
 : ?, 0.0%, -3.2%, 0.1%, ., 5.1%, 15.5, -3.3, 7.4
CCCc1nc2ccc(Cl)cn2c1Cc1ccccc1
 : 6.0%, 0.6%, -13.6%, -3.6%, -4.5, -6.3%, -1.7, -0.7, 14.1
CC(=O)c1cccc(NC(=O)c2sc3nc4n(c(=O)c3c2C)CCCC4)c1
 : 86.2%[activator], -0.6%, 23.8µM*, -4.2%, -1.5, -6.8%, 4.5, -2.1, 18.6
O=[N+]([O-])c1ccc(S(=O)Cc2ccccc2)c([N+](=O)[O-])c1 (stereo unspecified)
 : ?, -33.4%[inhibitor], 0.752µM*, 10µM*, -0.1, ?, -38.6, -6.9, -101.9*
COCCOc1cc(-n2cccc2)c(Cl)cc1Cl
 : ?, 25.1%, -9.8%, -2.6%, -3.2, -14.5%, 14.3, 0.2, 0.5
O=C(COc1ccccc1[N+](=O)[O-])N/N=C/c1ccccn1
 : 14.0%, 0.0%, -11.0%, 1.0%, -10.8, -18.3%, -3.3, -3.1, -27.8
NC(=O)COC(=O)c1ccccc1SCC(=O)NC1CCCCCCC1
 : 4.9%, 8.2%, -5.3%, 1.8%, 0.1, -2.0%, 0.5, 0.3, -2.7
O=C(NNc1ccc(Cl)cc1)c1c(F)cccc1Cl
 : ?, 0.4%, -15.3%, -22.4%, -8.1, -6.8%, 7.4, -0.4, 5.9
CC(=O)N1CCN(c2ccc(NC(=O)c3ccccc3Cl)cc2)CC1
 : 9.8%, 9.4%, 21.2µM*, -18.5%, -20.7, -3.3%, 5.0, -0.5, 5.0
CSc1ccc(/C=C2\C(=N)N3N=C(CC(=O)N4CCOCC4)SC3=NC2=O)cc1
 : 20.0%, 2.0%, ?, -3.6%[57.1 µM], 0.1, 4.9%, -2.0, 4.9, 5.6
Cn1c(-c2ccsc2)c(-c2cccs2)c2cc(-c3ccc4cc[nH]c4c3)ccc21
 : ?, -0.7%, -4.5%, -2.8%, 7.0, -18.8%, 5.7, 1.0, 74.0
CCN1c2cccc3cccc(c23)S1(=O)=O
 : 0.0%, 24.6%, -11.1%, -6.8%, ., 10.1%, -10.0, 0.3, -8.7
COc1ccccc1N(CC(=O)Nc1ccccc1)S(=O)(=O)c1cccs1
 : 1.0%, 0.4%, -4.4%, -7.6%, -3.2, -8.5%, 4.4, -2.0, 26.3
COc1ccc(S(=O)(=O)N2CCC(C(=O)NC3CCCCC3)CC2)cc1OC
 : 4.7%, -0.9%, -6.6%, -4.0%, -2.9, 7.3%, -13.2, -2.7, 0.0
Cn1nnnc1P(=O)(c1ccccc1)c1ccccc1
 : 6.4%, -1.9%, -0.4%, 7.2%, ., -1.6%, -3.1, 1.1, -10.6
O=C(Nc1cccc(Cl)c1)Nc1cc(S(=O)(=O)N2CCOCC2)ccc1N1CCCC1
 : ?, -5.8%, -14.9%, -8.0%, -4.9, -22.2%, -0.2, 0.6, -0.2
OCCCCCNc1ncnc2ccccc12
 : -7.5%, -3.4%, -3.5%, -15.2%, 2.4, -3.9%, 14.0, -4.9, 55.5
COc1cc(/C=N/n2cnnc2)ccc1OS(=O)(=O)c1ccccc1[N+](=O)[O-]
 : 25.6%, 0.0%, -5.1%, -4.8%, -0.3, -4.8%, -5.1, -0.4, 14.3
CCOC(=O)CSc1nc2sc(C(=O)O)c(C)c2c(=O)[nH]1
 : 1.6%, -5.1%, 1.1%, 0.0%, -75.9*, 2.6%, 3.1, -2.3, -4.2
COc1ccc(CNC(=O)CNS(=O)(=O)c2cccc(C#N)c2)cc1OC
 : 19.2%, 11.9%, ?, 9.7%, 3.4, 1.5%, 8.8, 1.8, 35.7
O=C(COc1ccccc1)Nc1ncn[nH]1
 : 15.7%, -3.9%, -10.3%, 2.8%, 0.5, 18.0%, -1.4, -0.6, -17.9
Cc1c(NS(=O)(=O)c2cccc(C(=O)Nc3ccccc3)c2)c(=O)n(-c2ccccc2)n1C
 : 4.4%, -3.2%, -3.7%, -1.1%, -8.8, 2.8%, -3.6, -0.2, -20.8
Cc1ccnc(N/C=C(/NC(=O)c2ccccc2)C(=O)N/N=C\c2ccc(F)cc2)n1
 : 10.2%, -2.9%, -5.7%, -2.3%, -20.0, -16.5%, -14.1, 0.7, -28.3
CCC1Sc2ccc(S(=O)(=O)CCC(=O)Nc3ccc(C(=O)OC)cc3)cc2NC1=O (stereo unspecified)
 : -18.3%, 4.3%, 15µM*, -6.4%, -10.1, -4.0%, 5.3, -4.9, -10.8
CN(C)S(=O)(=O)c1cccc(NC(=O)/C=C/c2ccc(S(=O)(=O)N3CCOCC3)cc2)c1
 : 5.4%, 7.5%, -0.2%, -17.9%, -6.4, 0.3%, 4.4, -5.0, -1.8
CC(=O)Nc1ccc(S(=O)(=O)NCCSCc2ccccc2Cl)cc1
 : -27.3%, 0.3%, -5.8%, -32.2%, 2.1, 13.8%, -5.3, -4.0, -7.7
CC1CN(Cc2ccc(Cl)cc2Cl)CC(C)O1 (stereo unspecified)
 : 6.3%, 4.0%, -1.0%, -4.7%, 0.3, 18.8%, -7.0, 1.2, ?
O=C(Nc1ccc(C(=O)OC2CCCCC2)cc1)c1ccncc1
 : 17.9%, 8.6%, -21.5%, -0.1%, 13.5, 10.2%, 9.9, -1.4, 31.3
O=c1nc(/C=C/c2cccn2-c2ccc([N+](=O)[O-])cc2)cc(C(F)(F)F)[nH]1
 : 37.7%[activator], 8.2%, ?, ?, -69.2*, 1.6%, 18.6, 2.0, 2.0
O=C(NCC(c1ccco1)N1CCN(c2ccc(F)cc2)CC1)C(=O)NC1CCCCC1 (stereo unspecified)
 : -24.1%, -6.3%, -2.3%, -2.9%, 3.5, -0.2%, 2.8, -0.1, 21.1
COc1cccc(CNC(=O)Cn2nc([N+](=O)[O-])c(Br)c2C)c1
 : ?, 1.8%, -4.8%, -11.3%[57.1 µM], 1.5, 3.7%, 1.7, 0.2, ?
COc1ccc(CCNC(=O)C(=O)NCc2ccc(C)cc2)cc1OC
 : 8.9%, 9.2%, -6.9%, -1.1%, ., -3.8%, -0.5, 0.2, 7.1
CCN(C(=O)CN1CCN(c2cccc(Cl)c2)CC1)c1c(N)n(Cc2ccccc2)c(=O)[nH]c1=O
 : -5.8%[0.307 µM], 1.8%, -1.7%, -0.7%, 0.8, -1.7%[0.307 µM], 2.9, -0.1, 15.9
COc1ccc(OCC(=O)N/N=C/C2CC=CCC2)cc1 (stereo unspecified)
 : 6.9%, -5.6%, -2.0%, -4.9%, -3.2, 9.9%, 2.7, -0.7, 7.4
Cc1ccc2c(c1)/C(=N/OC(=O)c1ccc(F)cc1)CCS2
 : 2.7%, 1.2%, -1.2%, 6.1%, ., -13.9%, 19.4, -0.6, 24.9
CN(C)S(=O)(=O)c1cccc(NC(=O)c2cncc(Br)c2)c1
 : 16.9%, 7.5%, -4.2%, 1.9%, -8.1, -17.9%, -1.9, -0.1, 19.4
